From PubChem
PPC-1+TRAIL kill: compounds killing PPC-1 cancer cells with TRAIL present (potentiator screen, no TRAIL-free arm); actives 0.41% (n = 220,000); cell killing (% activity), % at 4 µM; PPC-1 cells + TRAIL, ATPLite viability luminescence; AID 1443;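 active means cell killing above 50% in the first pass at 4 µM, then a duplicate retest at 5 µM averaging 50% or more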;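 further: plate controls were cells with TRAIL plus DMSO for no effect and medium-only wells lacking cells for full effect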
TNF necrop inh: blocks TNF-alpha induced death of Jurkat FADD-/- cells. Jurkat FADD-/- TNF necroptosis rescue, ATP luminescence, 24 h; 0 = TNF only, 100 = no-TNF cells. activation (protection from cell death), % at 10 µM. actives 0.068% (n = 220,000). AID 463075;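 active means activation, meaning protection from cell death, of at least 50% relative to plate controls; inactive means activation below 50%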;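 further: necroptosis triggered by 40 ng/mL TNF-alpha added together with compound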
Runt-SMMHC FRET: Runt domain-CBFb-SMMHC interaction inhibition; Q01196+Q13951; Cerulean-Runt/Venus-CBFb-SMMHC FRET ratio 530/480, 1 h; inhibition, % at 20 µM; actives 0.74% (n = 220,000); AID 1434;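 active means mean inhibition across duplicate retests at 20 µM reaching about 50%, limit read from the data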;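 further: 0% = DMSO wells and 100% = wells with excess untagged CBFb-SMMHC; inhibitors lower the FRET ratio by blocking Runt binding to CBFb-SMMHC; some results filed as inactive read as strong as hits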
EBV gp42 block: blocks Epstein-Barr virus glycoprotein 42 binding | actives 0.42% (n = 220,000) | inhibition, % (tested at 21.74 µM) | Fluorescence polarization binding assay, mP read-out | Q1HVG2; in the data active means inhibition above about 50%
Target sequence (Q1HVG2 whole entry, looked up): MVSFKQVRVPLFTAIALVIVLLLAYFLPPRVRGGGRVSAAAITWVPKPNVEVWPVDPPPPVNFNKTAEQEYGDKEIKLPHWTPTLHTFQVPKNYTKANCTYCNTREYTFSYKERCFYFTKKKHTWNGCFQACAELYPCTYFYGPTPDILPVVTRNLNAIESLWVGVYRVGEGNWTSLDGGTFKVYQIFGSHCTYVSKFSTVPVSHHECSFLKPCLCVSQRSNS
CHOP inh: blocks CHOP induction under ER stress. CHO-K1 CHOP-promoter luciferase, tunicamycin-induced, 15-18 h. AID 2732. inhibition, % at 10 µM. actives 3.8% (n = 220,000);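 active means compounds that reduced the stress-induced luciferase reporter signal by more than about 70% of percent inhibition, limit read from the data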;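 further: 0% = tunicamycin plus vehicle and 100% = wells without tunicamycin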
TRPML3 agonist: agonists of human TRPML3 channel. Q8TDD5. HEK293 TRPML3-YFP, Fluo-8 calcium fluorescence; 100% = the carbachol control signal. activation, % at 3 µM. actives 0.29% (n = 220,000). AID 1448;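 active means activation above its plate's cutoff, the mean activation of the plate's test wells plus 3 SD, cut at about 12% in these data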;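 further: 0% = DMSO only wells and 100% = carbachol wells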
Target sequence (Q8TDD5 whole entry, looked up): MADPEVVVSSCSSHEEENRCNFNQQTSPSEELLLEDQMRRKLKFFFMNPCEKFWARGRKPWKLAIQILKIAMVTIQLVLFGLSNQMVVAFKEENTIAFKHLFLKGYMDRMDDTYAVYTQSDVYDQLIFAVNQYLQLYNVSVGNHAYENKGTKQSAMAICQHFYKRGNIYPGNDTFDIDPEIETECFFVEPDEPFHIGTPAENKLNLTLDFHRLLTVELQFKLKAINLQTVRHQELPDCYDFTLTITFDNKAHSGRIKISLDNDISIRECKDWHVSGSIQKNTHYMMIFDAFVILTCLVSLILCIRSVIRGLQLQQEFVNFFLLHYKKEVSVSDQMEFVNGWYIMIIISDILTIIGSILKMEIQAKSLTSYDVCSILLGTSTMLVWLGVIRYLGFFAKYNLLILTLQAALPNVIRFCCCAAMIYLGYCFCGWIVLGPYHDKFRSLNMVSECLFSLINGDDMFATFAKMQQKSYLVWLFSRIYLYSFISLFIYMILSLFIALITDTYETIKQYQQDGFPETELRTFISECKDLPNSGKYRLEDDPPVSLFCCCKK
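Material: HEK293 cells stably carrying human TRPML3-YFP; compound dosing: single dose, 3 µM final nominal compound, 0.3% DMSO final; incubation: 1-h 37 °C dye load, 5-s basal, 120-s post-compound reads; technique: Fluo-8 intracellular calcium fluorescence, excitation 470-495 nm, emission 515-575 nm; read-out basis: percent activation from peak-to-basal fluorescence ratio, scaled between DMSO and carbachol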
Mdm2 ligase inh: inhibitors of human Mdm2 E3 ubiquitin ligase; signal enhancement, % at 5 µM; Q00987; AID 1230; cell-based MDM2 ubiquitination luciferase reporter, 2 h; 0 = plate control, 100 = twice control, blank-subtracted; actives 0.11% (n = 210,000);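 active means signal enhancement of 30% or more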;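 further: luminescence tracks abundance of the self-degrading MDM2-luciferase fusion protein; higher signal means inhibition of MDM2 E3 ligase activity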
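Timing – 2 h compound exposure at 37 °C · Assay system – mammalian cells stably expressing self-ubiquitinating, self-degrading MDM2 E3–luciferase fusion · Amount – 2000 cells seeded into each well · Measure – % luminescence enhancement versus blank-corrected plate control mean · Measured by – SteadyLite luminescence, 15 min reagent step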
TRPN1 ag: zebrafish TRPN1 (NompC) channel agonism | activation, % at 3 µM | HEK293 zebrafish TRPN1-YFP, Fluo-8 calcium fluorescence; 100% = response to 87 µM carbachol | actives 0.18% (n = 220,000) | AID 1424;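 active means activation above its plate's cutoff, the mean activation of test wells on that plate plus 3 SD, cut at about 19% in these data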;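 further: 0% = DMSO alone and 100% = 87 µM carbachol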
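Control set: carbachol 87 µM as high control, DMSO as low control; system: HEK293 stable line with zebrafish TRPN1-YFP; read-out: % activation versus carbachol response; detection: intracellular calcium fluorescence with Fluo-8; doses: single test compound dose, 3 µM nominal, 0.3% DMSO; schedule: dye 1 h 37 °C plus 30 min RT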
NCF1 inh: blocks human p47phox regulatory protein of NADPH oxidases | p47phox/p22phox peptide binding, fluorescence polarization, 2 h | inhibition, % at 24.7 µM | actives 0.53% (n = 220,000) | AID 1274;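 active means inhibition above about 30%, limit read from the data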;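 further: 0% = p47phox with labelled peptide and 100% = labelled peptide alone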
Starred values were filed as active, the others as inactive; . = not tested or not shown; & = joins results of further samples.

Order of values: PPC-1+TRAIL kill, TNF necrop inh, Runt-SMMHC FRET, EBV gp42 block, CHOP inh, TRPML3 agonist, Mdm2 ligase inh, TRPN1 ag, NCF1 inh
1	Cc1ncc([N+](=O)[O-])n1CC(O)CCl (centres undefined)
  -1, -0.5, 3, -7, 7, 0.7, ., 0.9, -11
2	CCOC(=O)c1c(NC(=S)Nc2ccccc2)sc2c1CCN(C)C2
  6, -3.5, 159*, -13, -21, 0.6, 1, 0.2, -24
3	O=C(NNC(=O)C1CCN(Cc2cccc(F)c2)CC1)c1cccc(Cl)c1
  4, -2.1, -4, -11, 39, 1.1, -14, 0.6, 3
4	Cc1cc(C)cc(NS(=O)(=O)c2ccc3c(c2)c(=O)n(C)c(=O)n3C)c1
  17, -11, 4, -4, 93*, -1.4, -11, -1.1, 2
5	COc1ccccc1NC(=O)C1=C(C)NC(=O)NC1c1cccs1 (centres undefined)
  42, 0.6, 2, 4, 0, -0.1, 9, -0.3, 5
6	O=C1CC(SC(=Nc2ccccc2)Nc2ccccc2)C(=O)N1c1ccc(Cl)cc1 (centres undefined)
  20, -0.8, -7, -17, 70, 0.6, -10, 1.3, -7
7	CCOc1ccccc1/C=N/Nc1nc2c(N)ncnc2n1[C@H]1O[C@@H](CO)[C@H](O)[C@@H]1O
  22, 3.7, 0, -9, 7, 0.6, 3, -0.7, -10
8	O=c1cc[nH]c2cc(C(F)(F)F)ccc12
  4, 1.8, 0, -14, 21, -0.4, -11, 0.4, -21
9	Cc1nc2nc[nH]n2c(=O)c1NS(=O)(=O)c1ccc([N+](=O)[O-])cc1
  4, 1.3, -2, -7, 7, 0.6, -12, 0.4, -1
10	Cc1ccc(S(=O)(=O)Oc2ccc(C(c3c(C)[nH][nH]c3=O)c3c(C)[nH][nH]c3=O)cc2)cc1
  7, -0.6, -3, -5, 17, -0.1, -14, -1.4, -11
11	COc1ccc(C2(C(=O)O)CCCC2)cc1
  24, 0.8, -3, -19, 19, 0.5, -7, -0.1, -12
12	NS(=O)(=O)c1ccc(CCNC(=O)C2CCCCN2S(=O)(=O)c2ccccc2)cc1 (centres undefined)
  7, -4.9, -2, -17, 6, 0.8, -13, -0.1, -12
13	CCn1c(C(C)NC(=O)c2cccc(C)c2)n[nH]c1=S (centres undefined)
  17, 1.3, 5, -20, -11, 0.0, -9, 1.6, -5
14	CCOC(=O)C1C(=O)C=C(c2ccc(C)cc2)CC1c1cccc([N+](=O)[O-])c1 (centres undefined)
  0, -1.3, -2, -3, 19, 0.3, -7, -0.1, -1
15	c1c(C2CCCCC2)n[nH]c1CN1CCCCC1
  -3, 3.0, 2, -10, 10, -0.1, -1, 0.1, 0
16	CCN1CCN(Cc2ccc(NC(=O)Nc3ccc(SC)cc3)cc2)CC1
  24, 6.4, 0, -15, 25, 1.0, 12, 0.4, -10
17	Cn1c(-c2ccc(F)cc2)cnc1NCc1ccccc1
  -4, -0.8, 3, -18, 4, -0.4, -6, -0.1, -7
18	CCc1nc2ccccc2n1CC(O)COc1ccc(NC(C)=O)cc1 (centres undefined)
  15, -1.4, -18, -10, -5, 0.8, ., 0.6, 0
19	O=c1c2ccccc2nc(-c2ccc(F)cc2)n1NCc1ccccc1O
  0, -0.3, -2, -1, -9, 0.6, -4, -0.6, 2
20	Cc1[nH]nc2c1C(c1ccccc1F)CC(=O)N2 (centres undefined)
  31, 0.2, -8, -11, -11, 0.6, -17, 0.4, -12
21	Cc1cccc(Nc2n[nH]c(C)c2[N+](=O)[O-])c1
  5, 3.1, -1, -8, -9, 0.9, -4, 1.5, -8
22	c1ccc(C2OCC3(CO2)COC(c2ccccc2)OC3)cc1 (centres undefined)
  -25, 0.2, -3, -17, 2, 0.4, -5, 1.6, -7
23	O=C(NCc1nc2ccccc2[nH]1)C1=C[C@@H](C2CCCCC2)C[C@@H](OCc2ccc(CO)cc2)O1
  -14, 1.4, -6, -11, 25, 0.3, ., -0.7, -32
24	CCOC(=O)N1CCN(CCC(=O)Nc2cccc(Br)c2)CC1
  16&-4, 2.0&0.6, 1&-5, -5&-8, 20&1, 0.7&-0.5, -10, -0.2&1.2, -6&-15
25	COc1cc(/C=N/N2CCOCC2)ccc1OCc1ccccc1
  22, 0.5, -2, -11, -21, 0.3, 4, 0.0, -10
26	CCN1CCc2nc(NC(=O)c3cc(F)c(F)cc3Cl)sc2C1
  -7, 0.3, 52*, -21, -11, 1.1, -13, 0.0, -14
27	CCc1ccc(N=c2c([N+](=O)[O-])nn(-c3ccc4c(c3)OCCO4)n2O)cc1
  0, -0.6, -4, -10, 9, -0.9, -3, -0.4, -5
28	COc1ccc2c(c1)cc1n2CCN=C1NN
  21, -0.2, -4, -18, -23, 0.1, -8, 2.8, -3
29	O=S(=O)(c1ccc(N2CCC(c3ccc(Cl)cc3)=N2)cc1)N(CCO)CCO
  -16, 9.7, 108*, -13, 15, 0.9, -13, -0.7, -22
30	CCN(CC)S(=O)(=O)c1ccc(NS(=O)(=O)c2cccs2)cc1
  ., 2.0, 1, -27, -6, -1.4, 16, -1.1, 3
31	Cn1c(CCN2CCOCC2)nc2cc(NC(=O)c3cccs3)ccc21
  2, 0.0, 0, 5, -13, 1.4, -6, 2.0, -8
32	Cn1nnnc1SCC(=O)N1CCN(c2ccc(Cl)cc2)CC1
  0, -1.7, -1, -30, -11, 1.6, -18, 4.0, 5
33	CC(Oc1ccccc1Cl)C(=O)N1CCOCC1 (centres undefined)
  16, 1.0, 0, 1, 10, -0.5, -9, 0.5, -3
34	O=C(COc1ccc([N+](=O)[O-])cc1)NN=C1CCCC1
  3, -0.3, -2, -1, 6, 0.0, -6, 0.1, -7
35	CCOC(=O)CSc1nc2ccccc2c(=O)n1CCCCCC(=O)NCc1ccco1
  -27, 0.6, -6, 0, -2, -1.5, -5, -2.6, -4
36	Cc1ccc(C2CC(=O)NC(SCc3ccccc3)=C2C#N)cc1 (centres undefined)
  7, -0.1, 1, -15, -17, -1.8, 3, -2.6, -17
37	COC(=O)c1cc2ccc(OC)c(OC)c2c(=O)s1
  -2, 2.4, 0, -3, -9, -0.5, 1, -1.7, -7
38	CCN(CC)c1ccc(/C=N/Nc2nc(C)cc(C)n2)cc1
  25, 0.4, -1, -1, -41, 0.4, -11, 0.2, -16
39	CCOC(=O)N1CCN(CCC(=O)Nc2ccccc2OC)CC1
  7, -0.7, 4, 1, 12, 0.7, -12, 0.8, 15
40	O=C(NCCCN1CCOCC1)c1ccc(CS(=O)(=O)Cc2ccc(Cl)cc2)o1
  24, 0.5, 2, -5, -4, 0.3, -9, -0.4, -4
41	CC(=O)c1cccc(OCC(=O)c2cc(C)n(-c3cc(C)on3)c2C)c1
  6, -9.3, -1, -25, ., 1.1, -15, 4.0, 2
42	N#C/C(=C(/O)COC(=O)c1ccc(C#N)cc1)c1nc2ccccc2s1
  20, 0.0, 7, -2, 18, 1.6, 1, 0.7, -22
43	CN(C)C=NC(=O)c1cc(C(=O)c2ccc(F)cc2)c[nH]1
  13, 0.0, 1, 12, 12, 0.6, 11, 0.3, 1
44	CCn1c(=NC(=O)c2cccc(N3C(=O)CCC3=O)c2)sc2c(OC)ccc(OC)c21
  11, -2.0, -4, -10, 1, 0.9, -11, -1.4, -26
45	Cc1cc(C)nc(SCC(=O)c2c(N)n(C)c(=O)n(C)c2=O)n1
  17, -2.6, -1, -17, 12, 0.8, -14, 2.8, -3

The list goes on, starting with the last two of the part before.
Order of values: PPC-1+TRAIL kill, TNF necrop inh, Runt-SMMHC FRET, EBV gp42 block, CHOP inh, TRPML3 agonist, Mdm2 ligase inh, TRPN1 ag, NCF1 inh
44	CCn1c(=NC(=O)c2cccc(N3C(=O)CCC3=O)c2)sc2c(OC)ccc(OC)c21
  11, -2.0, -4, -10, 1, 0.9, -11, -1.4, -26
45	Cc1cc(C)nc(SCC(=O)c2c(N)n(C)c(=O)n(C)c2=O)n1
  17, -2.6, -1, -17, 12, 0.8, -14, 2.8, -3
46	O=C(NCCCO)c1nnc(Cc2c(F)cccc2Cl)o1
  18, -0.4, 1, 4, -21, 0.7, -21, 2.3, -7
47	OC(COCC(F)(F)C(F)(F)C(F)(F)C(F)F)Cn1c2ccc(Cl)cc2c2cc(Cl)ccc21 (centres undefined)
  15, 4.7, 2, 13, 60, 0.6, -16, 0.7, -11
48	CC[n+]1c(C)sc2c(C)cc(C)cc21
  20, -5.2, 6, -3, 9, -0.8, -6, -0.6, -14
49	Cn1c(Cc2ccccc2)n[nH]c1=S
  20, 1.2, 6, -3, 12, 0.7, 7, 0.1, -4
50	COc1ccc(Nc2cc(C(=O)NCCCN3CCOCC3)c3ccccc3n2)c(OC)c1
  -9, -1.8, 0, -9, -14, 0.3, -6, -0.3, -3
51	O=C1CCCC2=C1C(c1ccsc1)CC(=O)N2c1nnc(SCc2ccccc2)s1 (centres undefined)
  12, 3.4, 0, -21, 53, 0.8, -8, 0.9, -1
52	CCOC(=O)c1ccc(Nc2cc(C)nc(N3CCOCC3)n2)cc1
  4, -2.1, 0, -1, 30, 0.4, -13, -0.9, -5
53	Fc1ccccc1C1c2[nH]c3ccccc3c2CCN1CCCn1cccn1 (centres undefined)
  4, 0.3, -1, -2, 13, -0.9, -4, -0.7, -4
54	Cc1cc(C)c(C#N)c(SCC(O)CS(=O)(=O)Cc2ccccc2)n1 (centres undefined)
  -8, -0.2, -7, -24, -4, -0.1, 8, 0.5, -1
55	Cc1nnc(C)c2c(C)n(-c3ccc(Br)cc3)c(C)c12
  2, -1.1, -2, 14, 37, 0.2, -16, 1.8, -11
56	C=CCNC(=S)NNC(=O)c1cccn(Cc2ccc(Cl)cc2)c1=O
  2, -1.1, 6, -21, -9, 0.1, 9, 1.3, 8
